TRHR agonist: agonists of human TRH receptor; P34981; TRHR cells, calcium flux fluo-8, FDSS agonist mode; activation, % at 2 µM; actives 0.18% (n = 360,000); in the data active means activation above about 30%; further: 0% is about no effect
Target sequence (P34981 whole entry, looked up): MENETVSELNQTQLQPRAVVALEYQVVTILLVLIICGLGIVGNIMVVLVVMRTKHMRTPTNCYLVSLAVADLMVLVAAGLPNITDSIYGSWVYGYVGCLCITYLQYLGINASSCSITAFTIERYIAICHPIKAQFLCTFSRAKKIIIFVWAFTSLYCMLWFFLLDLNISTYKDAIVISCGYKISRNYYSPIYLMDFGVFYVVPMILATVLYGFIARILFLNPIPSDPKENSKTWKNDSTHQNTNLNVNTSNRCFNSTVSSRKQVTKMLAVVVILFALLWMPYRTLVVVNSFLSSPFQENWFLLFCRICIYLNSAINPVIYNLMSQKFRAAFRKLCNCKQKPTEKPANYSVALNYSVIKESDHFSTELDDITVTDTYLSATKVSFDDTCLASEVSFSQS
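Agonist-mode FDSS calcium read (Ex 480/Em 530, 1 s cycles) in 1536-well TRHR cells with fluo-8 dye, after 10-cycle baseline and 23 nL compound addition; TRH at EC20 (10 nM final) added afterwards for the enhancer phase.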
Anesthetic bind: candidate novel general anesthetic via apoferritin binding | Potency, µM (top dose mostly 77.5 µM), for inactives: top-dose activity change, negative = displacement, usual class: inhibitors | actives 0.074% (n = 350,000) | P02791 | apoferritin/1-aminoanthracene competitive binding, fluorescence; further: potency means the concentration at half of the fitted maximal effect; on the % scale 0 is the no-effect control and ±100 the full control effect; nearly all actives have a fitted effect of over 20% in size
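Read-out: endpoint 1-AMA fluorescence, excitation 380 nm and emission 535 nm, after compounds sit 10 min at room temperature with 10 uM horse-spleen apoferritin in 50% saturated 1-AMA/PBS. Values come from four-parameter Hill fits.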
ALOX12 inh: inhibitors of human 12S-lipoxygenase ALOX12. P18054. purified 12hLO, xylenol orange hydroperoxide absorbance. Potency, µM (top dose mostly 108 µM), for inactives: at the highest dose activity change, negative = inhibition, actives largely listed as inhibitors. actives 1.1% (n = 580,000); further: potency means the concentration at half of the fitted maximal effect; on the % scale 0 is the no-effect control and ±100 the full control effect
Target sequence (P18054 whole entry, looked up): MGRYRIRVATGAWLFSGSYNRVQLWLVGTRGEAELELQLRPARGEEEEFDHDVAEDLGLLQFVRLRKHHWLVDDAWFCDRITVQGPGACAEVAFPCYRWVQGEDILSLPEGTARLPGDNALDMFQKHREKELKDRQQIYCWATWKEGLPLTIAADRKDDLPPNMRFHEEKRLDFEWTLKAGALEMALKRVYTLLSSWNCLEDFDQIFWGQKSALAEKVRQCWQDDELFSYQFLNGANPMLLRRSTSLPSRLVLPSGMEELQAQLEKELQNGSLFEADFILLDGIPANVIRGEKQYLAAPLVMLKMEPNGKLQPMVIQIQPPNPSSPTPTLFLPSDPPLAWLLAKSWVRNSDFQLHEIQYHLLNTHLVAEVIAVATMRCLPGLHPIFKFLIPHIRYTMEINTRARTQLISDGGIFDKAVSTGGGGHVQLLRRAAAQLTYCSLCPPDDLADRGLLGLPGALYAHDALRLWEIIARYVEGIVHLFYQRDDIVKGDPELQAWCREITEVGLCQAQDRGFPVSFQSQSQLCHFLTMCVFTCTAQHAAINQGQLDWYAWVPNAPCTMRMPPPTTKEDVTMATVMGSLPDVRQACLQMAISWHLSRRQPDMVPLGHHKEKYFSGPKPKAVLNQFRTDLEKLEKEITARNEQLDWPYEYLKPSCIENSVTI
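Hydroperoxide product was detected by ferrous iron/xylenol orange as the 573 to 405 nm absorbance ratio. Arachidonic acid at 40 uM (final) was turned over for 30 min at room temperature by 150 nM human 12hLO, pH 7.0 Hepes buffer, after 15 min compound preincubation.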
BLM inh: blocks DNA unwinding by human BLM helicase; Potency, µM (series often up to 56.1 µM), without a hit: at the highest dose activity change, negative = inhibition, hits mostly inhibitors; recombinant BLM DNA unwinding, fluorescence dequenching; actives 0.2% (n = 350,000);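 further: potency means the concentration at half of the fitted maximal effect; plate controls were vehicle for no effect and no enzyme for full effect; nearly all actives have a fitted effect of over 35% in size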
Pol iota inh: blocks human DNA polymerase iota activity; Potency, µM (doses to about 115 µM), without a hit: at the highest dose activity, negative = inhibition, most hits filed as inhibitors; Q9UNA4; actives 1% (n = 390,000); Pol iota fluorescent replication assay, 10 min; further: potency means the concentration at half of the fitted maximal effect
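Pol iota at 10 nM preincubated 15 min with compounds at room temperature; reaction started with fluorescent substrate, 50 nM final. Fluorescence read kinetically at 0 and 10 min; buffer-only wells as negative control.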
ERG Ets-DNA blk: ERG Ets/DNA interaction inhibition. P11308. fluorescence polarization, His-ERG Ets domain / labelled DNA. Potency, µM (highest dose often 76.9 µM), inactives show at the top dose FP activity, negative = inhibition, usual class: inhibitors. actives 0.028% (n = 370,000). AID 624246; active means well fitted inhibition curve with a large enough effect in the polarisation, with a control signal flat; inconclusive means small, poorly fitted or top-dose-only effect, or effect the other way, or a change in a side signal; inactive means no such curve, though single readings can be large or run the other way; the % refers to the polarisation;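 further: polarization taken with two DNA probes labelled with fluorescein and Texas red; potency means the concentration at half of the fitted maximal effect; % of control where 0% means no effect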
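His-tagged ERG Ets domain (1 uM in the protein solution; 300mM KCl, 50mM Tris-HCl, 1mM EDTA, 1mM DTT, pH 7.5) received compound, then a probe mix of 5 nM fluorescein-DNA and 100nM Texas-615-DNA. Fluorescence polarization was read for both dyes.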
APE1 inh: APE1 (human) endonuclease inhibition. P27695. recombinant APE1, TAMRA/BHQ-2 abasic DNA cleavage fluorescence. Potency, µM (top dose mostly 65.8 µM), for inactives: at the highest dose activity change, negative = inhibition, most hits filed as inhibitors. actives 0.35% (n = 350,000). AID 2517;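 further: potency means the concentration at half of the fitted maximal effect; plate controls were vehicle for no effect and reference inhibitor for full effect; nearly all actives have a fitted effect of over 55% in size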
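Enzyme (0.75 nM final) and test compound are incubated 15 min at room temperature before adding 50 nM quenched THF abasic-site duplex. Cleavage dequenches TAMRA, followed at 525/598 nm over three reads one minute apart.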
POLB inh: DNA polymerase beta (human) inhibition; P06746; Pol beta primer extension/strand displacement, fluorescence kinetic; Potency, µM (top dose mostly 114 µM), without a hit: at the highest dose activity change, negative = inhibition, usual class: inhibitors; actives 1.3% (n = 340,000); AID 485314; further: potency means the concentration at half of the fitted maximal effect; on the % scale 0 is the no-effect control and ±100 the full control effect
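Reaction started by 50 nM substrate onto compound-treated Pol beta (10 nM, 15 min preincubation, room temperature); plates read at 0 min and 10 min. Normalized concentration-effect data fitted by four-parameter Hill equation.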
POLK inh: DNA polymerase kappa (human) inhibition; Q9UBT6; purified Pol kappa, fluorescent DNA synthesis assay, 10 min; Potency, µM (doses to about 107 µM), without a hit: at the top dose activity, negative = inhibition, usual class: inhibitors; actives 0.53% (n = 400,000); AID 588579; further: potency means the concentration at half of the fitted maximal effect; on the % scale 0 is the no-effect control and ±100 the full control effect
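Kinetic fluorescence readout at 0 and 10 min followed reaction start with substrate at 50 nM final. Beforehand, enzyme (10 nM Pol kappa) stood 15 min with compound at room temperature; buffer-only wells were negative controls.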
Starred values were filed as active, the others as inactive; ? = inconclusive; . = no result given; [ ] = remark or other dose. Unless noted, the call rests on the fitted dose curve; in most records, active means well fitted curve in the direction sought with a large enough effect; inconclusive means small, poorly fitted or top-dose-only effect, or another doubt; inactive means no such curve, though single readings can be large; an effect the other way counts as inactive or inconclusive. The list is partial; count on the stated rates, not on these rows.

SMILES	TRHR agonist	Anesthetic bind	ALOX12 inh	BLM inh	Pol iota inh	ERG Ets-DNA blk	APE1 inh	POLB inh	POLK inh
CCOCCCNC(=O)Cn1cc2c(n1)CCCC2	0.3	-3.3%	7.5%[57.4 µM]	1.2%	18.4%	-8.5%	-1.9%	30.9%	-15.4%
CCN(CC)c1ccc(NC(=O)C2=CC=CN3CCS(=O)(=O)N=C23)cc1	0.9	.	0.0%	.	31.8%[activator]	27.1%	5.6%	.	8.0%
CCN(CC)c1nc(N)nc(NS(=O)(=O)c2ccc(Cl)cc2)n1	-0.7	-17.7%	-2.4%	-1.4%	8.9%	-2.3%	2.7%	-15.7%	-1.5%
CCCCNC(=O)C(CC)(ONc1ccccc1C(F)(F)F)c1ccccc1 (stereo not drawn)	0.0	.	-21.8%	.	5.4%	-3.6%	10.0%	.	6.9%
COc1cc2ncnc(Nc3ccc(Cl)cc3F)c2cc1OC	.	-5.8%	20µM*	0.8%	.	.	-2.0%	.	-0.5%[60.1 µM]
Cc1cccc2nc(C(=O)Nc3cc(Cl)ccc3-n3cncn3)cn12	0.0	.	11.9%	.	-10.5%	23.4%	45.1%	.	-3.5%
Cc1ccc(C)c(NC(=O)CCC(=O)NNC(=S)Nc2ccccc2)c1	0.3	-10.7%	25.5%	-1.8%	9.8%	-7.9%	3.1%	1.6%	-6.3%
COc1ccccc1-n1cc(CN2CCN(C3CCCC3)C(CCO)C2)cn1 (stereo not drawn)	-0.5	-6.1%	2.7%	-3.1%	1.4%	-6.9%	4.0%	19.2%	-10.3%
CN(NC(=O)c1ccc(Cl)cc1)c1nc(-c2ccccc2)nnc1C(F)(F)F	1.6	?	0.0%	-4.0%	-9.4%	4.0%	-6.1%	-18.1%	-25.7%
CC(Oc1ccccc1)C(=O)Nc1ccc(C(=O)OCc2cc(=O)n3nc(C(C)C)sc3n2)cc1 (stereo not drawn)	-0.4	-13.3%	?	-2.0%	10.6%	-2.1%	.	0.9%	-9.6%[60.1 µM]
NC(=O)c1ccsc1NC(=O)CSc1ccccc1F	0.1	1.2%	-20.4%	-2.6%	-1.2%	.	-5.4%	-11.7%	-6.9%[60.1 µM]
COc1ccc(O)c(C(c2c(C)[nH][nH]c2=O)c2c(C)[nH][nH]c2=O)c1	0.9	-2.9%	-17.7%	-3.5%	-90.1%	-0.2%	-5.4%	?	-0.8%
CC(C)CC(=O)N[C@H](C(=O)N[C@H](C(=O)N[C@@H](CC(C)C)[C@H](O)CC(=O)N[C@@H](C)C(=O)N[C@@H](CC(C)C)[C@H](O)CC(=O)O)C(C)C)C(C)C	.	30.1%[activator][29.3 µM]	.	4.6%[21.4 µM]	.	.	-5.3%[21 µM]	.	-13.1%[12 µM]
COc1ccc(S(=O)(=O)NC2CC(=O)N(c3cccc(F)c3)C2)cc1OC (stereo not drawn)	-0.4	.	-28.4%	.	54.1%[activator]	8.8%	25.4%	.	-2.7%
CCOCCCNC(=S)Nc1ccc(Br)cc1Cl	-0.8	-7.2%	9.1%	-3.9%	127.0%[activator]	-0.3%	-5.1%	7.6%	-3.1%
CSCCC(NC(=O)c1ccccc1)C(=O)N/N=C(\C)Cc1ccccc1 (stereo not drawn)	0.7	-4.3%	1.4%	-1.8%	-5.6%	-5.4%	-12.8%	0.9%	10.3%
Cc1nc(NCC2CCCO2)nc2c1C(=O)CC(C)C2 (stereo not drawn)	0.3	4.3%	0.5%	-1.2%	10.5%	2.0%	3.7%	20.2%	-12.7%
COc1ccc2occ(CC(=O)Nc3ccc(S(=O)(=O)Nc4nccc(C)n4)cc3)c2c1	0.7	-6.4%	?	-4.1%	?	0.2%	.	?	?
Cc1nc(SCc2ccc(F)cc2)c([N+](=O)[O-])[nH]1	0.1	-19.6%	-2.2%	-2.1%	119.8%[activator]	11.5%	0.8%	102.4%	-4.1%
Cn1c2ccc(Br)cc2c2nnc(SCC(=O)O)nc21	0.1	-5.0%	-17.2%	-8.0%	30.7%[activator]	-0.8%	-36.6%	2.5%	7.0%
Nn1cc(-c2ccccc2)nc1SCC(=O)N1CCN(S(=O)(=O)c2ccc(Cl)cc2)CC1	0.4	-3.0%	-16.9%	-0.2%	20.1%	-2.5%	-0.9%	3.8%	-4.1%
O=C(CCN1CCCCC1)N=Nc1c(O)[nH]c2ccccc12	0.4	-12.4%	-21.7%	3.2%	?	-4.1%	-4.9%	0.0%	-7.0%
O=c1c(-c2cc3ccccc3o2)[n+]([O-])c2ccccc2n1OCc1ccccn1	0.3	-7.9%	-17.4%	-4.5%	26.3%	-11.3%	2.4%	35.5%	5.4%
CCC(=O)Nc1ccc(S(=O)(=O)NCCc2ccccc2)cc1	-0.2	-19.0%	-24.2%	-5.6%	5.6%	-0.5%	-1.6%	7.7%	-5.8%
CC1CCCCN1S(=O)(=O)c1ccc(C(=O)Nc2nnc(-c3cccs3)o2)cc1 (stereo not drawn)	-0.3	1.4%	0.0%	-1.4%	-1.5%	-1.5%	-1.6%	1.3%	-8.9%
CCC(C)(C)c1ccc(Oc2ccc(NC(=O)COC(=O)C3=COCCO3)cc2)cc1	0.7	0.9%	?	-20.0%	-3.5%	-0.1%	-9.2%	-5.0%	-5.0%
Cc1ccc(NC(=O)/C(C#N)=C/c2ccc(C)o2)cc1	-0.3	5.2%	7.7%	0.2%	-2.1%	-0.8%	.	-6.1%	-10.1%
O=C(NC1CCS(=O)(=O)C1)c1cccc(Cl)c1 (stereo not drawn)	0.3	.	-1.1%	.	18.9%	-12.6%	28.3%	.	0.0%
O=C(Nc1ccc(Cl)cc1Cl)C1CCC(=O)N1Cc1ccccc1Cl (stereo not drawn)	-0.5	-14.0%	15.1%	1.1%	10.8%	5.1%	-9.1%	5.0%	-20.2%
Clc1ccc(CSc2nnc3ccccn23)c(Cl)c1	-2.0	-6.1%	5.1%	-10.6%	32.4%[activator]	.	?	5.9%	-11.6%
N#Cc1c(C(F)(F)F)cc(-c2cccs2)nc1SCC(=O)Nc1ccccc1F	-1.6	39.2%[activator]	?	-0.2%	0.8%	-8.5%	.	5.2%	-17.6%
CCOC(=O)c1sc(NC(=O)CSc2nnnn2-c2ccccc2)nc1C	0.2	?	-15.0%[57.4 µM]	-2.5%	6.8%	.	-0.8%	?	-6.2%
CC(=O)N/C(=C\c1cccc([N+](=O)[O-])c1)C(=O)NC1CCCCC1	-3.7	-10.2%	-1.6%	-1.6%	25.9%	2.1%	3.7%	7.3%	-5.9%
O=C(NCc1cccnc1)c1nnc(Cc2ccc(F)cc2)o1	0.0	-8.7%	5.7%	-1.1%	34.9%[activator]	9.1%	10.7%	37.2%	1.5%
COc1ccc(C(=O)c2ccc(Cl)c([N+](=O)[O-])c2)cc1	0.0	-19.2%	-2.3%	-2.8%	-9.5%	-7.5%	10.4%	0.3%	-18.6%
O=C(Cc1ccc([N+](=O)[O-])cc1)Nc1cccc(C(=O)N2CCOCC2)c1	.	.	-7.3%	.	25.9%	16.2%	-0.8%	.	-8.4%

Quoted at random: 2 entries already listed
SMILES	TRHR agonist	Anesthetic bind	ALOX12 inh	BLM inh	Pol iota inh	ERG Ets-DNA blk	APE1 inh	POLB inh	POLK inh
O=C(Nc1ccc(Cl)cc1Cl)C1CCC(=O)N1Cc1ccccc1Cl (stereo not drawn)	-0.5	-14.0%	15.1%	1.1%	10.8%	5.1%	-9.1%	5.0%	-20.2%
N#Cc1c(C(F)(F)F)cc(-c2cccs2)nc1SCC(=O)Nc1ccccc1F	-1.6	39.2%[activator]	?	-0.2%	0.8%	-8.5%	.	5.2%	-17.6%

Later entries
SMILES	TRHR agonist	Anesthetic bind	ALOX12 inh	BLM inh	Pol iota inh	ERG Ets-DNA blk	APE1 inh	POLB inh	POLK inh
CCOCCCn1c(=NC(C)=O)c(C#N)cc2c(=O)n3cccc(C)c3nc21	-1.3	71.6%[activator]	29.7%	-2.2%	32.2%[activator]	-15.6%	-6.8%	-25.7%	-23.8%
Cc1ccccc1Oc1ncnc2sccc12	0.5	?	-5.3%	-3.0%	-3.2%	0.3%	-3.8%	17.3%	-7.5%
Oc1ccc(N=Nc2n[nH]c(-c3ccccc3)n2)cc1	-0.1	-2.1%	0.9%	-1.8%	4.7%	-7.7%	0.7%	5.7%	-23.1%
CCc1ccc(-c2nnn(Cc3nc4ccccc4s3)n2)cc1	0.0	-3.5%	-29.6%	-9.7%	?	4.4%	14.3%	2.9%	-5.5%
COc1cccc(-c2nc(CS(=O)CC(=O)NC3CCCC3)c(C)o2)c1 (stereo not drawn)	-0.3	-7.9%	-4.2%	-1.6%	-26.8%	24.6%	5.0%	-1.4%	-1.8%
O=C(O)COc1ccc(/C=C/c2nc(-c3ccccc3O)n[nH]2)cc1	0.0	-0.4%	0.0%	-3.0%	-1.9%	-2.9%	24.3%	-18.4%	5.1%
Cc1cccc(C)c1NC(=O)N1CCN(C2CCCCC2)CC1	-0.4	35.1%[activator]	33.2%	3.1%	-16.0%	-7.9%	2.8%	4.9%	-10.9%
COc1ccc(/C=C(\NC(=O)c2ccccc2)C(=O)NNC(=O)CCN2CCOCC2)cc1	-0.4	-6.4%	21.9%	5.6%	26.1%	11.0%	14.5%	-5.2%	2.2%
O=C(Nc1ccccc1)N(c1ccccc1)C1C=CS(=O)(=O)C1 (stereo not drawn)	0.4	-0.9%	73.5%[activator]	-1.4%	149.2%[activator]	-3.1%	0.4%	-8.2%	-14.0%
CSc1cccc(NC(=O)COC(=O)c2ccccn2)c1	-0.4	.	?	.	12.2%	7.5%	46.3%	.	10.6%
COC(=O)C1C(=O)C2=C(CC1C)NC(=O)CC2c1cccc(C)c1 (stereo not drawn)	-0.3	-8.8%	-2.2%	0.6%	17.8%	-2.4%	-5.9%	11.5%	-5.1%
Cc1cc(N(C)Cc2ccccc2)nc(-c2ccccc2)n1	-0.4	-9.2%	?	-9.4%	6.8%	0.5%	-0.2%	11.4%	-0.6%

Screening results as filed in PubChem BioAssay.
